# Screening data: PubChem BioAssay, Broad Institute
# ROS inducer = raises reactive oxygen species in U2OS cancer cells; 46,000 compounds, 2% hits; U2OS ROS induction, H2DCF-DA fluorescence; ROS induction (% of piperlongumine), % at 10 µM; in the data active means ROS induction above about 79%, passing the limit was not always enough; inconclusive means no clear call, values can overlap the other calls;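 further: 0% = DMSO vehicle median and 100% = reference compound median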
# * hit, by the source's call; ? = inconclusive. This is a subset; count on the stated rates, not on these rows.
# The opening four compounds, ahead of the listing:
Molecule	ROS inducer
C[C@@H]1CN([C@H](C)CO)C(=O)Cc2cc(NC(=O)Nc3ccccc3)ccc2O[C@@H]1CN(C)S(=O)(=O)c1ccccc1	-8.7
C[C@H]1CN([C@@H](C)CO)C(=O)c2cccc(NC(=O)Nc3ccc(C(F)(F)F)cc3)c2O[C@H]1CN(C)Cc1ccc(Oc2ccccc2)cc1	15.0
O=C(N/N=C\c1cccc(O)c1O)c1ccccc1O	-19.6
COc1ccnc(CS(=O)c2nc3ccc(OC(F)F)cc3[nH]2)c1OC (centres undefined)	-2.5

# The list itself, previewed entries included:
Molecule	ROS inducer
C[C@@H]1CN([C@H](C)CO)C(=O)Cc2cc(NC(=O)Nc3ccccc3)ccc2O[C@@H]1CN(C)S(=O)(=O)c1ccccc1	-8.7
C[C@H]1CN([C@@H](C)CO)C(=O)c2cccc(NC(=O)Nc3ccc(C(F)(F)F)cc3)c2O[C@H]1CN(C)Cc1ccc(Oc2ccccc2)cc1	15.0
O=C(N/N=C\c1cccc(O)c1O)c1ccccc1O	-19.6
COc1ccnc(CS(=O)c2nc3ccc(OC(F)F)cc3[nH]2)c1OC (centres undefined)	-2.5
COc1ccc(NC(=O)Nc2cccc3c2O[C@H](CN(C)Cc2ccc(Cl)c(Cl)c2)[C@H](C)CN([C@@H](C)CO)C3=O)cc1	31.7
COc1cc(-c2nnc(SCC(=O)c3cccc([N+](=O)[O-])c3)n2-c2ccccc2)cc(OC)c1OC	95.1*
Cc1ccc(-c2csc3ncnc(NCCN4CCNC4=O)c23)cc1	15.5
C[C@H]1CN([C@@H](C)CO)C(=O)Cc2cc(NS(=O)(=O)c3cccs3)ccc2O[C@@H]1CN(C)Cc1ccc(C(=O)O)cc1	-2.5
Cc1ccc(S(=O)(=O)NC2CCCCC2)cc1-c1nnc2c3ccccc3c(C)nn12	?
C[C@H]1CN([C@@H](C)CO)C(=O)c2cccc(NC(=O)Nc3ccc(C(F)(F)F)cc3)c2O[C@H]1CN(C)Cc1ccncc1	42.0
C[C@@H]1CCCCO[C@H](CN(C)C(=O)Nc2ccccc2)[C@@H](C)CN([C@H](C)CO)C(=O)c2cc(N(C)C)ccc2O1	19.1
Cc1c(CCC(=O)O)c(=O)oc2cc(OCc3ccc(Cl)c(Cl)c3)ccc12	35.4
CC1CCN(C(=O)Cn2nc(-c3ccc(Cl)cc3)ccc2=O)CC1	-3.7
C[C@@H]1CN([C@@H](C)CO)C(=O)c2cccc(NC(=O)c3ccc(-c4nccs4)cc3)c2O[C@H]1CN(C)Cc1ccc(C(=O)O)cc1	-10.2
Cc1cc(=O)nc2c3ccccc3n(CC(=O)N3CCCC3)n12	-11.4
C[C@H]1CN([C@@H](C)CO)C(=O)c2cc(NC(=O)CCC(F)(F)F)ccc2O[C@@H]1CN(C)Cc1ccc(C(F)(F)F)cc1	15.2
COC(=O)c1sc(=S)n(-c2cc(OC)ccc2OC)c1N	-8.1
C[C@H]1CN([C@@H](C)CO)C(=O)CCCn2nncc2CO[C@@H]1CN(C)S(=O)(=O)c1cccc(F)c1	11.3
C[C@@H]1CN([C@@H](C)CO)C(=O)c2cc(NS(=O)(=O)c3cccs3)ccc2O[C@H]1CN(C)S(=O)(=O)c1ccc(Cl)cc1	0.0
COC(=O)[C@@]1(CCS(=O)(=O)c2ccccc2)N=C(c2ccc(OCCCO)cc2)O[C@H]1c1ccccc1N=[N+]=[N-]	33.1
C[C@H]1CN([C@@H](C)CO)C(=O)Cc2cc(NS(=O)(=O)c3ccccc3)ccc2O[C@H]1CN(C)S(=O)(=O)c1ccccc1	17.1
COC(=O)[C@@]1(Cc2ccccc2CN=[N+]=[N-])N=C(c2ccc(OCCCO)cc2)O[C@H]1c1ccccc1CN=[N+]=[N-]	64.8
COc1cc(O)cc(OC)c1OC	31.3
C[C@H](CO)N1C[C@H](C)[C@@H](CN(C)Cc2ccc3c(c2)OCO3)Oc2c(cccc2N(C)C)C1=O	-2.5
O=C(c1cccc(Cl)c1)N1CCOCC1	-12.1
OC[C@@]1(O)CO[C@H](OC[C@H]2O[C@@H](OC(CCCCc3ccc(O)cc3)CCc3ccc(O)cc3)[C@H](O[C@H]3OC[C@](O)(CO)[C@H]3O)[C@@H](O)[C@@H]2O)[C@@H]1O (some centres undefined)	-9.6
C[C@H]1CN([C@@H](C)CO)C(=O)c2cccc(NC(=O)c3ccc(-c4nccs4)cc3)c2O[C@H]1CN(C)Cc1ccc(-c2ccccc2)cc1	28.5
C[C@H]1CN([C@@H](C)CO)C(=O)Cc2cc(NC(=O)Nc3ccc4c(c3)OCO4)ccc2O[C@H]1CN(C)S(=O)(=O)c1ccccc1	27.0
C[C@@H]1CN([C@H](C)CO)C(=O)Cc2cc(NS(=O)(=O)c3ccc(F)cc3)ccc2O[C@H]1CN(C)Cc1ccc(Cl)c(Cl)c1	44.1
COc1ccc(NC(=O)N(C)C[C@@H]2Oc3ccc(NC(=O)Nc4cccc5ccccc45)cc3C(=O)N([C@@H](C)CO)C[C@H]2C)cc1	-4.7

# Going on with the list.
Molecule	ROS inducer
COc1ccc(S(=O)(=O)Nc2cccc3c2O[C@@H](CN(C)S(=O)(=O)c2c(C)noc2C)[C@H](C)CN([C@@H](C)CO)C3=O)cc1	-8.4
C[C@H]1CN([C@@H](C)CO)C(=O)c2cccc(NS(=O)(=O)c3ccccc3)c2O[C@H]1CN(C)S(=O)(=O)c1ccc(Cl)cc1	18.1
CC(C)NC(=O)Nc1ccc2c(c1)C(=O)N([C@H](C)CO)C[C@@H](C)[C@@H](CN(C)Cc1ccncc1)O2	-11.1
O=C(CCc1ccccc1)NCCN1CCN(C(=O)CCc2ccccc2)CC1	-3.6
Cc1ccc(S(=O)(=O)Nc2cccc3c2O[C@@H](CN(C)Cc2ccc(C(=O)O)cc2)[C@H](C)CN([C@@H](C)CO)C3=O)cc1	-8.9
C[C@@H]1CN([C@H](C)CO)C(=O)c2cccc(NC(=O)CCCCCC(=O)Nc3ccccc3N)c2O[C@@H]1CN(C)Cc1ccc(Cl)c(Cl)c1	34.9
O=C(CSc1nc(-c2ccccc2)c(-c2ccccc2)[nH]1)Nc1ccccc1F	-7.5
O=C(Nc1ccc(S(=O)(=O)Nc2ncccn2)cc1)C1CCC1	-6.2
c1ccc(CN2CCN(Cc3ccccc3)C2c2ccc3c(c2)OCO3)cc1	-0.5
CCC(NC(=O)c1cc(OC)c(OC)c(OC)c1)C12CC3CC(CC(C3)C1)C2 (centres undefined)	12.7
C[C@H]1CN([C@@H](C)CO)C(=O)c2cccc(NC(=O)Nc3ccccc3)c2O[C@@H]1CN(C)Cc1ccc(C(=O)O)cc1	-7.0
Cc1noc(C)c1NC(=O)Nc1ccc2c(c1)CC(=O)N([C@H](C)CO)C[C@@H](C)[C@H](CN(C)S(=O)(=O)c1ccc(Cl)cc1)O2	-6.6
Cc1cc(OCc2noc(CSc3ccc(C(F)(F)F)cn3)n2)cc(C)c1Cl	6.8
C[C@@H]1CN([C@@H](C)CO)C(=O)c2cccc(NS(=O)(=O)c3cccs3)c2O[C@@H]1CN(C)Cc1ccc(C(=O)O)cc1	1.9
CC(C)N(Cc1ccccc1)S(=O)(=O)c1ccc2c(c1)CCO2	6.4
C=C1[C@H]2CC[C@@]3(C)[C@H](c4ccoc4)OC(=O)C[C@]13O[C@H]1C[C@H](O)C(C)(C)[C@H](CC(=O)OC)[C@]12C	6.4
COc1ccccc1N1CCN(C(=O)c2cnn3c(C)c(Cc4cccc(C)c4)c(C)nc23)CC1	13.5
O/N=C1/C2CN3CCN(C2)CC1(Cc1ccccc1)C3	-9.0
C[C@H]1CN([C@@H](C)CO)C(=O)Cc2cc(NS(=O)(=O)c3ccc(Cl)cc3)ccc2O[C@@H]1CN(C)C(=O)NC1CCCCC1	8.0
O=c1c(-c2nnnn2-c2ccccc2)c[nH]c2ccccc12	8.6
CC1CCC(C(C)C)C(=O)/C1=C/c1ccc(N(C)C)cc1 (centres undefined)	15.7
C[C@@H]1CN([C@@H](C)CO)C(=O)c2cc(NS(=O)(=O)c3ccc(F)cc3)ccc2O[C@@H]1CN(C)Cc1ccc(Cl)c(Cl)c1	54.6
COC(=O)CN1C(=O)/C(=C\c2ccc(O)cc2)SC1=S	0.9
COC(=O)C1=C(C)NC(=S)NC1c1cn(-c2ccccc2)nc1-c1cccs1 (centres undefined)	19.8
CCN1C(=O)c2cccc3c(S(=O)(=O)N4CCc5ccccc5C4)ccc1c23	-6.9
C[C@@H]1CN([C@@H](C)CO)C(=O)c2cc(NC(=O)Nc3cccc4ccccc34)ccc2O[C@@H]1CN(C)Cc1ccccc1	7.0
COc1ccc([Si](C)(C)[C@@H]2[C@@H](CCO)O[C@]3(C(=O)N4c5c(cc(OC)cc53)C(C)=CC4(C)C)[C@H]2C)cc1	26.0
Cc1sc(NC(=S)NC(=O)Cc2cccc3ccccc23)c(C(N)=O)c1C	7.5
C[C@@H]1CN([C@H](C)CO)C(=O)c2cccc(NC(=O)Nc3ccc4c(c3)OCO4)c2O[C@@H]1CN(C)Cc1ccncc1	-10.9
Cn1c(SCC(=O)Nc2cccc(C(F)(F)F)c2)nnc1-c1ccc(F)cc1	-1.0

# Further results follow.
Molecule	ROS inducer
CC(=O)c1cccc(NC(=O)CSc2nnnn2C)c1	2.4
C=CCn1c(SCC(=O)N2CCc3ccccc3C2)nnc1-c1ccccc1OC	-6.4
Cc1onc(-c2ccccc2)c1C(=O)NC1C(=O)N2[C@@H]1SC(C)(C)[C@@H]2C(=O)O (some centres undefined)	-3.7
CS(=O)(=O)c1ccc([C@@H](O)[C@@H](CO)NC(=O)C(Cl)Cl)cc1	-4.5
COc1ccc([Si](C)(C)[C@@H]2[C@@H](CC(=O)N(CCO)Cc3ccccc3)O[C@]3(C(=O)N(C)c4ccccc43)[C@H]2C)cc1	59.1
CCCC(O)C#Cc1cnc2c(c1)C(=O)N([C@H](C)CO)C[C@H](C)[C@H](CN(C)Cc1cccc(C)c1)O2 (some centres undefined)	12.7
C[C@H](CO)N1C[C@H](C)[C@@H](CN(C)C(=O)Nc2ccccc2)Oc2ccc(NC(=O)C3CC3)cc2C1=O	1.5
COc1ccc(CN(C)C[C@@H]2Oc3ccc(NC(=O)CCCCCC(=O)Nc4ccccc4N)cc3CC(=O)N([C@@H](C)CO)C[C@@H]2C)cc1	7.8
Cc1ccc(N(C(C)C(=O)Nc2ccccc2Br)S(C)(=O)=O)cc1 (centres undefined)	-1.6
COc1ccc(NC(=O)Nc2ccc3c(c2)C(=O)N([C@H](C)CO)C[C@H](C)[C@H](CN(C)C(=O)Nc2cccc4ccccc24)O3)cc1	-12.6
COc1ccc(-c2ccnc(SCC(=O)N3CCOCC3)n2)cc1	20.9
Cc1nc(CCNC(=O)c2ccccc2)cs1	17.1
CNC[C@@H]1Oc2ccc(NS(C)(=O)=O)cc2C(=O)N([C@@H](C)CO)C[C@H]1C	-0.6
CCOC(=O)c1c(N=CN(C)C)c(C#N)c2n1CCC2	-14.2
COc1ccc(OCCn2c(-c3ccc(Cl)cc3)nc3ccccc3c2=O)cc1	-1.7
CC(C)NC(=O)N(C)C[C@@H]1Oc2ccc(N(C)C)cc2C(=O)N([C@@H](C)CO)C[C@H]1C	-10.9
Cc1noc(C)c1NC(=O)Nc1ccc2c(c1)C(=O)N([C@H](C)CO)C[C@@H](C)[C@H](CN(C)C(=O)NC1CCCCC1)O2	-2.9
C[C@@H]1CN([C@H](C)CO)C(=O)c2cc(NC(=O)CCCN(C)C)ccc2O[C@@H]1CN(C)S(=O)(=O)c1ccc(Cl)cc1	-1.9
N#CC1=C(N)C(C#N)=c2s/c(=C/c3cccc(F)c3)c(=O)n2C1c1cccc(F)c1 (centres undefined)	5.6
C[C@H]1CN([C@@H](C)CO)C(=O)Cc2cc(NS(=O)(=O)c3cn(C)cn3)ccc2O[C@@H]1CN(C)C(=O)Nc1ccc2c(c1)OCO2	14.9
C[C@H](CO)N1C[C@H](C)[C@H](CN(C)Cc2ccc3c(c2)OCO3)Oc2c(NC(=O)Nc3ccc(F)cc3)cccc2C1=O	2.7
C[C@H]1CN([C@@H](C)CO)C(=O)c2cc(NS(=O)(=O)c3cccs3)ccc2O[C@@H]1CN(C)C(=O)Nc1ccc(C(F)(F)F)cc1	33.1
C[C@@H]1CN([C@@H](C)CO)C(=O)c2cc(NC(=O)C3CC3)ccc2O[C@H]1CN(C)C(=O)Nc1ccc2c(c1)OCO2	-8.4
COc1cc(Cl)c(/C=N/NC(=O)c2ccc(C(=O)NO)cc2)c(Cl)c1OC	-9.8
O=C1NC2(CCN(C(=O)c3ncoc3-c3ccccc3)CC2)Oc2ccccc21	0.7
Cc1ccc(CN2CC34C=CC(O3)C(C(=O)NCCc3ccc(Cl)cc3)C4C2=O)cc1 (centres undefined)	-13.7
Clc1ccccc1CSc1nc(NCC2CCCO2)c2ccccc2n1 (centres undefined)	21.5
C[C@H]1[C@H](NC(=O)/C(=N\OC(C)(C)C(=O)O)c2csc(N)n2)C(=O)N1S(=O)(=O)O	-7.0
Cc1ncc(CO)c(/C=N/NC(=O)c2ccccc2O)c1O	-12.1
COc1ccc(S(=O)(=O)Nc2ccc3c(c2)CC(=O)N([C@H](C)CO)C[C@H](C)[C@H](CN(C)C(=O)Nc2c(C)noc2C)O3)cc1	29.5

# Further results follow:
Molecule	ROS inducer
COc1ccc(NC(=O)N(C)C[C@@H]2Oc3ccc(NS(=O)(=O)c4ccc(Cl)cc4)cc3CC(=O)N([C@H](C)CO)C[C@@H]2C)cc1	-2.7
C[C@@H]1CN([C@H](C)CO)C(=O)CCCn2cc(nn2)CO[C@@H]1CN(C)Cc1ccc(O)cc1	-0.3
C[C@@H]1CCCCO[C@@H](CN(C)C(=O)NC2CCCCC2)[C@@H](C)CN([C@H](C)CO)C(=O)c2cc(NC(=O)Nc3ccc(F)cc3)ccc2O1	-4.1
C[C@H](CO)N1C[C@H](C)[C@@H](CN(C)C(=O)Nc2cccc3ccccc23)Oc2ccc(NS(=O)(=O)c3ccc(Cl)cc3)cc2C1=O	-5.4
